Screens from PubChem BioAssay.
B2AR arrestin – agonists driving beta-arrestin recruitment to human beta2-adrenergic receptor. beta-arrestin recruitment to beta2AR, cell-based reporter. Potency, µM (series often up to 46.1 µM), inactives show at the highest dose activation, most hits filed as activators. 330,000 compounds, 0.02% hits;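 further: potency means the concentration at half of the fitted maximal effect; 0% = DMSO controls and full agonism = EC100 isoproterenol or metaproterenol; nearly all actives have a fitted effect of over 65% in size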
Target sequence (P07550 whole entry, looked up): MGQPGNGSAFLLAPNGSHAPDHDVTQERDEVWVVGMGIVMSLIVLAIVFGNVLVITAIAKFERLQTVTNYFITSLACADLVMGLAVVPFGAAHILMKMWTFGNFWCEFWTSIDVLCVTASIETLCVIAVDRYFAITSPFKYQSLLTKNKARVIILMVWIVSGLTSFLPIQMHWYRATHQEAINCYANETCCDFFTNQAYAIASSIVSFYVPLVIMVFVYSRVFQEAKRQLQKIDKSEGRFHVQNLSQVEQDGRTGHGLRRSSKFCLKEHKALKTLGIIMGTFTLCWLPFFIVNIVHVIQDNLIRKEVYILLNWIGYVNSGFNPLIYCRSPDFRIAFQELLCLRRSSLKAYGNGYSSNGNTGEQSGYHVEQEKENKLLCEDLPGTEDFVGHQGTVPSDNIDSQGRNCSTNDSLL
AT treatment – potential ataxia-telangiectasia treatment | […] A-T fibroblasts, KAP-1 phosphorylation AlphaLISA; neocarzinostatin DNA damage 30 min before lysis | Potency, µM (top dose mostly 57.5 µM), for inactives: at the highest dose activation, usual class: activators | AID 485349 | 320,000 compounds, 0.19% hits; further: potency means the concentration at half of the fitted maximal effect; % of control where 0% means no effect; nearly all actives have a fitted effect of over 45% in size
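hTERT-immortalized A-T patient fibroblasts ([…]), 500 cells/well in OPTI-MEM, 1% FBS, got compounds for 60 min, then NCS for 30 min at 37C. Lysates were then assayed for phospho-KAP-1 by AlphaLISA (anti-pKAP1 donor, anti-KAP1 acceptor beads), 6 hr at 25C.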
TRPV1 agonist – agonists of human vanilloid receptor 1 (TRPV1); Q8NER1; TRPV1-expressing cells, Fluo-8 calcium influx, agonist mode; activation, % at 8.33 µM; 320,000 compounds, 0.19% hits; AID 540275; in the data active means activation above about 80%; inconclusive means between about 30% and that limit; further: 0% is about no effect
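Cells expressing TRPV1 were dye-loaded with Fluo-8 and read kinetically: 10 s baseline, 3 min after compound (agonist portion), then 2 min after EC20 capsaicin (allosteric enhancer portion). Calcium-bound dye fluorescence at 480/520 nm.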
MLL CXXC-DNA inh – MLL CXXC-DNA interaction inhibition | Q03164 | MLL-CXXC / FITC-HOXA9 DNA fluorescence polarization | Potency, µM (series often up to 115 µM), without a hit: at the top dose activity change, negative = inhibition, usual class: inhibitors | 290,000 compounds, 0.037% hits | AID 2662; active means well fitted inhibition curve with a large enough effect in the polarisation, with a control signal flat, not every such curve was filed as active; inconclusive means small, poorly fitted or top-dose-only effect, or effect the other way, or a change in a side signal; inactive means no such curve, though single readings can be large or run the other way; the % refers to the polarisation; further: potency means the concentration at half of the fitted maximal effect
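Steps: dispense CXXC domain solution (7 uM) → pin compounds or unlabeled HOX-A9 DNA control → 5 min ambient → add FLSN-HOX-A9 solution (50 nM) → spin → 30 min ambient → fluorescence polarization. Tris pH 7.5/NaCl/DTT/BSA buffer.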
p53 reactivation – mutant p53 re-activation in reporter cells; H1299 p53-A138V BP100-luciferase reporter, luminescence, 24 h; Potency, µM (doses to about 92.2 µM), without a hit: top-dose activity change, positive = activation, most hits filed as activators; 320,000 compounds, 0.063% hits; AID 504706; further: potency means the concentration at half of the fitted maximal effect; % of control where 0% means no effect; nearly all actives have a fitted effect of over 45% in size
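p53-null H1299 cells stably carrying temperature-sensitive p53-A138V and a BP100-luciferase reporter were pinned with compounds (4-point, 1:5 series) and held 24 hrs at 37 deg C. Luminescence was read 10 min after detection reagent.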
ELG1 DNA repair – ELG1-dependent DNA repair inhibition. Potency, µM (series often up to 46.1 µM), for inactives: at the highest dose activity change, negative = inhibition, hits mostly inhibitors. 330,000 compounds, 2.3% hits. HEK293T ELG1-luciferase reporter, luminescence, 16 h; DNA damage induced by 5-fluorouridine; further: potency means the concentration at half of the fitted maximal effect; on the % scale 0 is the no-effect control and ±100 the full control effect; nearly all actives have a fitted effect of over 55% in size
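Reporter activity after DNA damage by 5-fluorouridine is monitored. Compound-treated cells incubate 16 hr at 37 °C, then ONE-Glo is added for 30 min before luminescence reading.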
TCR activator – activators of T cell receptors. Potency, µM (top dose mostly 9.22 µM), inactives show at the highest dose activation of IL-2 secretion, usual class: activators. 330,000 tested, under 10 active. primary human leukocytes, anti-CD3, IL-2 HTRF, 48 h; further: % of control where 0% means no effect
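Compounds are tested in HTS on primary human leukocytes co-incubated with a-CD3 beads for 48 hr. IL-2 output is measured by time-resolved FRET.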
TSG101-PTAP inh – blocks PTAP/TSG101 interaction to inhibit HIV-1 budding; Fluorescence polarization, FITC-PTAP peptide / Tsg101 binding; Potency, µM (doses to about 115 µM), for inactives: at the highest dose activity change, negative = inhibition, most hits filed as inhibitors; 340,000 tested, under 10 active; AID 493005; active means well fitted inhibition curve with a large enough effect in the main read-out, with a control signal flat, not every such curve was filed as active; inconclusive means small, poorly fitted or top-dose-only effect, or effect the other way, or a change in a side signal; inactive means no such curve, though single readings can be large or run the other way; further: potency means the concentration at half of the fitted maximal effect; % of control where 0% means no effect
Target sequence (Q99816 whole entry, looked up): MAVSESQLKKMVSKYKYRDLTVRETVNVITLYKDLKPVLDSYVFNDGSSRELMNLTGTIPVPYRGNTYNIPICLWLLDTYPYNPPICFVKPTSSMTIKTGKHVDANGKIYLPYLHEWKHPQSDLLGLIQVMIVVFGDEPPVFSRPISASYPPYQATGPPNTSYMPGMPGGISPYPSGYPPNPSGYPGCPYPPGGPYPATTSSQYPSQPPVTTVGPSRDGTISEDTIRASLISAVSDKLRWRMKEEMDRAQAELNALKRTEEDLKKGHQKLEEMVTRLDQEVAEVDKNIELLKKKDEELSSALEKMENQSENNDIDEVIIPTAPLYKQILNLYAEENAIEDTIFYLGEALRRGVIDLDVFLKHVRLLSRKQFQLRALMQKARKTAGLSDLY
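FP read-out: FITC-PTAP peptide, 50 nM final, binding Tsg101 binding domain, 10 uM final; 20 min, r.t.; 10 mM HEPES pH 7.5, 0.15 M NaCl, 0.01% Tween 20, 3 mM EDTA, 0.1 mM TCEP.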
BRCA1 expr act – increases BRCA1 expression; MCF7-BRCA1-FFLuc reporter, luminescence, 48 h; response scale: scaled: vehicle 0%, 10 µM genistein 100%; Potency, µM (series often up to 46.1 µM), for the others: at the top dose activation, hits mostly activators; 380,000 compounds, 1.1% hits; AID 624202; further: potency means the concentration at half of the fitted maximal effect; nearly all actives have a fitted effect of over 80% in size; some results filed as inactive show a strong effect at the top dose
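48 h compound treatment of MCF7-BRCA1-FFLuc cells (phenol-red free MEM, 37 °C), then 15 min with luciferase substrate and luminescence imaging.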
a7 integrin act – activates integrin-mediated alleviation for muscular dystrophy; alpha7betagal myoblasts, beta-gal FDG fluorescence, 48 h; 350,000 compounds, 0.064% hits; Potency, µM (doses to about 38.3 µM), for the others: at the top dose activation, actives largely listed as activators;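 further: potency means the concentration at half of the fitted maximal effect; 100% = response of the positive control SU9516; nearly all actives have a fitted effect of over 60% in size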
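alpha7betagal+/- myoblasts (passage 13, 250/well) treated 48 h at 37C with compounds at 1:260 dilution of DMSO stock. Lysed, then beta-galactosidase activity read as FDG fluorescence (ex 480/em 540) after 30 min, with pre-read for autofluorescence.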
* hit, by the source's call; ? = inconclusive; / = no result given; [ ] = dose if it differs, or a comment. Unless noted, the call rests on the fitted dose curve; in most records, active means well fitted curve in the direction sought with a large enough effect; inconclusive means small, poorly fitted or top-dose-only effect, or another doubt; inactive means no such curve, though single readings can be large; an effect the other way counts as inactive or inconclusive.

SMILES	B2AR arrestin	AT treatment	TRPV1 agonist	MLL CXXC-DNA inh	p53 reactivation	ELG1 DNA repair	TCR activator	TSG101-PTAP inh	BRCA1 expr act	a7 integrin act
O=C(Cn1c(=O)oc2ccccc21)Nc1ccc(Cl)cc1Cl	0.4%	6%	?	44%	1%	-2%	-1%	4%	3%	31%
Cn1c(=O)[nH]c(=O)c2c1nc(N1CCCC1)n2CCCSc1nc2ccccc2o1	-0.6%	-4%	3	-3%	2%	?	1%	-9%	-12%	-11%
CCCCCC(C)n1[nH]c(=O)c2c(C)cc(C)nc21 (centres undefined)	-0.4%	-9%	/	-5%	-3%	-17%	-3%	-3%	2%	-5%
CCCOC(=O)c1ccc(NC(=O)COC)cc1	-0.3%	-4%	12	27%	7%	?	-2%	-3%	81%	-12%
Nc1nc(SCC(=O)Nc2ccc([N+](=O)[O-])cc2)n[nH]1	0.2%	2%	3	-14%	7%	4%	/	-1%	-1%	-6%
COc1ccc(N(CC(=O)NCCSCc2cccc(Cl)c2)S(C)(=O)=O)cc1Cl	-0.5%	3%	2	-4%	/	?	5%	-2%	-43%	-12%
CCOC(=O)C1=C(C)Nc2ccccc2N/C1=N\S(=O)(=O)c1cc(C(=O)O)ccc1Cl	0.1%	-11%	-1	/	?	-3%	-3%	-2%	-4%	-24%
Cc1ccccc1Cn1nnc2c1C(=O)c1ccccc1C2=O	/	/	/	/	/	/	6%	-1%	-77%	-51%[inhibitor]
COc1ccc(C(=O)NCCCOC(=O)c2ccc(OC)cc2)cc1	0.0%	-4%	-1	-3%	4%	-9%	0%	-10%	5%	15%
CC(C)C(=O)N(Cc1ccc(F)cc1)Cc1nc2ccccc2c(=O)[nH]1	-0.1%	6%[11.5 µM]	1	0%	-1%	-2%	3%	-1%	0%	?
CCc1nnc(NC(=O)CSc2nnc(-c3cccnc3)n2C)s1	0.2%	-4%	-4	-2%	2%	-15%	2%	-5%	-1%	-8%
COc1cc(NC(=O)c2ccc3c(SCC(=O)O)c4c(nc3c2)CCC4)cc(OC)c1OC	-1.0%	0%	-1	12%	-4%	-3%	1%	-9%	-4%	?
COc1ccc(C2/C=C\CN(C(=O)c3ccc(C)cc3)CC(=O)N2Cc2ccc(F)cc2)cc1 (centres undefined)	-0.2%	-3%	3	4%	-7%	-5%	2%	0%	12%	-23%
NS(=O)(=O)c1ccc(CCNC(=O)CCNS(=O)(=O)c2ccccc2C(F)(F)F)cc1	0.0%	6%	0	/	2%	-1%	0%	0%	-11%	-1%
C=CCOc1cccc(C2C(C(=O)c3ccco3)=C(O)C(=O)N2Cc2ccncc2)c1 (centres undefined)	-0.1%	-6%	1	-10%	11%	0%	5%	-5%	0%	5%
CC(=O)c1ccc(N2CCN(S(=O)(=O)c3c(C)[nH]c(C)c3C(=O)N3CCCC3)CC2)cc1	-0.2%	3%	1	0%	-4%	0%	-3%	-4%	-1%	21%
CC1(c2ccc3ccccc3c2)NC(=O)N(CC(=O)N2CCN(S(=O)(=O)c3ccccc3F)CC2)C1=O (centres undefined)	0.2%	-13%	-8	2%	2%	?	-4%	0%	-56%	21%
COc1cccc(OCc2nc3ccccc3[nH]2)c1	0.4%	10%	/	4%	?	?	-1%	-1%	?	4%
O=C(NCC(c1ccco1)N1CCCCC1)c1ccc(COc2ccc(Cl)cc2)cc1 (centres undefined)	/	/	/	/	/	/	-15%	1%	-49%	-66%[inhibitor]
CCCNC(=O)N1CCN(S(C)(=O)=O)CC1	-0.2%	2%	2	3%	-1%	2%	3%	-1%	30%	4%
CC(C)(C)c1ccc(NC(=O)Nc2ccc(F)cc2)cc1	0.0%	1%	?	0%	10%	?	3%	-3%	?	-24%
CC(=O)N1CN(S(=O)(=O)c2ccc(C)cc2)CC1C (centres undefined)	0.1%	1%	-1	-9%	-1%	14%	/	-8%	30%	25%
CC12CCC(C(=O)N(CCCCN3CCN(c4ccccn4)CC3)C1=O)C2(C)C (centres undefined)	-0.6%	7%	-3	6%	?	10%	-2%	1%	-3%	-11%
CN(C)CCCN(Cc1cc2cc3c(cc2[nH]c1=O)OCO3)C(=S)NCc1ccco1	-1.4%	-2%	-1	-3%	-2%	11%	2%	-4%	-9%	11%
O=C(/C=C/c1ccc([N+](=O)[O-])cc1)NCc1ccccn1	-1.0%	3%	11	?	6%	-2%	10%[46.1 µM]	0%	-25%	-11%

2 entries drawn at random from those above:
SMILES	B2AR arrestin	AT treatment	TRPV1 agonist	MLL CXXC-DNA inh	p53 reactivation	ELG1 DNA repair	TCR activator	TSG101-PTAP inh	BRCA1 expr act	a7 integrin act
CCOC(=O)C1=C(C)Nc2ccccc2N/C1=N\S(=O)(=O)c1cc(C(=O)O)ccc1Cl	0.1%	-11%	-1	/	?	-3%	-3%	-2%	-4%	-24%
CCc1nnc(NC(=O)CSc2nnc(-c3cccnc3)n2C)s1	0.2%	-4%	-4	-2%	2%	-15%	2%	-5%	-1%	-8%

(continued)
SMILES	B2AR arrestin	AT treatment	TRPV1 agonist	MLL CXXC-DNA inh	p53 reactivation	ELG1 DNA repair	TCR activator	TSG101-PTAP inh	BRCA1 expr act	a7 integrin act
CCOc1ccc(NC(=O)CN2C(=O)CSC(C)C2=O)cc1 (centres undefined)	0.0%	1%	6	2%	6%	-18%	/	2%	18%	-18%
O=C(Nc1ccon1)c1cccc(S(=O)(=O)N2CCCCC2)c1	-0.6%	5%	7	-5%	-5%	?	-1%	0%	-16%	?
N#CCCN(Cc1cccnc1)C(=O)Nc1ccccc1	-0.2%	1%	1	-1%	12%	-1%	2%	-5%	-2%	1%
COc1cccc(/C=N\NC(=O)c2ccc(C)nc2)c1	-0.6%	-10%	-1	17%	/	?	/	2%	19%	-9%
Cc1ccc(NC(=O)c2ccc(=O)[nH]n2)cc1S(=O)(=O)Nc1ccccc1Cl	0.4%	15%	8	/	?	21%	/	0%	-12%	0%
COc1cccc(C2C(C#N)=C(N)Oc3cc(C)oc(=O)c32)c1OC (centres undefined)	0.1%	-1%	-1	-7%	6%	-1%	1%	-4%	-2%	25%
CCOc1ccc(NC(=O)CN(c2cccc(C(F)(F)F)c2)S(C)(=O)=O)cc1	0.2%	/	1	-20%	0%	-20%	-2%	-7%	-25%	5%[7.66 µM]
O=C1CCCCC(=O)N(c2ccccc2)c2ccccc21	-0.3%	-10%	-2	0%	-16%	-12%	6%	-2%	1%	14%
O=C(Nc1ccccc1N1CCN(C(=O)c2ccc(Cl)cc2)CC1)c1ccc2c(c1)OCO2	0.2%	1%	1	15%	-21%	16µM*	-4%	1%	-5%[1.84 µM]	5%
O=C(N/N=C/c1ccccc1[N+](=O)[O-])c1cccs1	0.0%	1%	5	15%	20%	?	-2%	-2%	?	-5%
Nn1c(SCc2cccc(Br)c2)nnc1-c1cccnc1	-0.3%	5%	1	1%	3%	2%	5%	1%	8%	-6%
O=C(/C=C\c1ccco1)NC(=S)Nc1ccccc1O	0.1%	-5%	1	14%	18%	?	-120%	-2%	34%	0%
O=C(c1cnccn1)N1CCc2ccccc21	-0.3%	-8%	4	2%	-1%	?	-2%	-4%	7%	2%
Cc1ccc2[nH]c3c(c2c1)CCNC3=O	-0.2%	3%	9	6%	8%	?	0%	0%	65%	5%
Nn1c(SCC(=O)Nc2c(Cl)cccc2Cl)nncc1=O	0.1%	10%	5	/	17%	11%	-1%	-4%	-12%	-6%
COc1ccc(CCNC(=O)Cn2c(=O)oc3cc(Cl)ccc32)cc1OC	0.4%	10%	1	8%	-4%	-6%	-7%	-5%	0%	?

Exported with values under each structure: part of the list above
Below each compound – B2AR arrestin | AT treatment | TRPV1 agonist | MLL CXXC-DNA inh | p53 reactivation | ELG1 DNA repair | TCR activator | TSG101-PTAP inh | BRCA1 expr act | a7 integrin act
- C=CCOc1cccc(C2C(C(=O)c3ccco3)=C(O)C(=O)N2Cc2ccncc2)c1 (centres undefined)
→ -0.1% | -6% | 1 | -10% | 11% | 0% | 5% | -5% | 0% | 5%
- CC(=O)c1ccc(N2CCN(S(=O)(=O)c3c(C)[nH]c(C)c3C(=O)N3CCCC3)CC2)cc1
→ -0.2% | 3% | 1 | 0% | -4% | 0% | -3% | -4% | -1% | 21%
- CC1(c2ccc3ccccc3c2)NC(=O)N(CC(=O)N2CCN(S(=O)(=O)c3ccccc3F)CC2)C1=O (centres undefined)
→ 0.2% | -13% | -8 | 2% | 2% | ? | -4% | 0% | -56% | 21%
- COc1cccc(OCc2nc3ccccc3[nH]2)c1
→ 0.4% | 10% | / | 4% | ? | ? | -1% | -1% | ? | 4%
- O=C(NCC(c1ccco1)N1CCCCC1)c1ccc(COc2ccc(Cl)cc2)cc1 (centres undefined)
→ / | / | / | / | / | / | -15% | 1% | -49% | -66%[inhibitor]
